Screening data as filed in PubChem.
MITF TRPM1 HTS = activators of MITF-driven TRPM1 promoter activity in SK-MEL-5 cells; SK-MEL-5 TRPM1-promoter luciferase, 24 h; % of positive control, neutral wells = 0; activation, % at 12.5 µM; AID 588334; 0.75% of 300,000 active;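 active = mean activation of at least 80% with every replicate also reaching 80%; inconclusive = mean reaches 80% but some replicate falls short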;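 note: 0% = neutral control wells and 100% = parthenolide positive control wells; values of inactives mirror those of a sister screen read the other way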
PvdQ acylase = P. aeruginosa PvdQ acylase inhibition; purified PvdQ acylase, fluorescence plate reader; inhibition, % at 10 µM; 0.063% of 340,000 active; AID 488965; in the data active = inhibition above about 30%, passing the limit was not always enough; inconclusive = no clear call, values can overlap the other calls;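 note: 0% = vehicle neutral wells and 100% = reference inhibitor wells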
PfHsp90 yeast 2 = reduces growth (ATP signal) of yeast expressing P. falciparum Hsp90 | S. cerevisiae expressing PfHsp90, BacTiter-Glo ATP, 48 h; yeast lacking PDR1 and PDR3 efflux regulators | inhibition, % at 9.4 µM | 0.32% of 310,000 active | AID 504621;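 active = every replicate shows inhibition above about 80%, whatever the replicate mean, limit read from the data; inconclusive = mean inhibition reaches the set limit but some replicate falls short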;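 note: 0% = DMSO neutral controls and 100% = 20 µM radicicol positive controls; yeast relying on Plasmodium falciparum Hsp90 in place of its own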
SR-BI DiI inh = inhibitors of mouse SR-BI mediated HDL lipid uptake | AID 488896 | ldlA[mSR-BI] CHO cells, DiI-HDL uptake fluorescence, 3 h | inhibition, % at 12.5 µM | 0.96% of 320,000 active;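 active = mean replicate inhibition of at least 70% and a set share of replicates each scoring 70 or more; inconclusive = meets just one of the two criteria; inactive = fails both criteria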;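 note: 0% = median of neutral control wells and 100% = median of positive control wells; values of inactives mirror those of a sister screen read the other way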
Target sequence (Q61009 whole entry, looked up): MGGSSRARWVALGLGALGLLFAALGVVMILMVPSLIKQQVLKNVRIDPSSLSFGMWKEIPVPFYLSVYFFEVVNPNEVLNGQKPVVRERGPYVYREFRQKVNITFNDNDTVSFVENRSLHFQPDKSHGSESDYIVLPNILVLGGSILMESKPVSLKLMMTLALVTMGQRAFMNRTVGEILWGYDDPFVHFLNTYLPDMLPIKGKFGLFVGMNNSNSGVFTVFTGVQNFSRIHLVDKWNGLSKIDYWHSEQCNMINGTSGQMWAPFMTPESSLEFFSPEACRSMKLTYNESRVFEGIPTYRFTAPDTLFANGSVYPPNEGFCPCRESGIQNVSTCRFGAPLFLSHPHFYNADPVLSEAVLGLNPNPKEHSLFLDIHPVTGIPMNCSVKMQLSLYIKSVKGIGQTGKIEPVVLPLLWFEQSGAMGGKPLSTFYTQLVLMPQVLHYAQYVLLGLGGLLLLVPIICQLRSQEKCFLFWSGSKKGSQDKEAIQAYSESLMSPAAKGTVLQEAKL
NSD2 inh = inhibitors of human histone methyltransferase NSD2; O96028; 0.54% of 310,000 active; NSD2 peptide methylation, AlphaScreen, 120 min; inhibition, % at 12.5 µM; in the data active = inhibition above about 50%
dFosB activator = mouse delta FosB homodimer activation; P13346; purified delta FosB, TAMRA-CDK5 oligo fluorescence polarization; percent of positive-control signal above neutral wells; activation, % at 25 µM; 0.99% of 340,000 active;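 active = mean activation above about 17%, with every replicate also reaching it, limit read from the data, passing the limit was not always enough; inconclusive = only one of the two conditions met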;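 note: fluorescence polarization rise as delta FosB binds a TAMRA Cdk5 AP-1 oligo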
Target sequence (P13346 whole entry, looked up): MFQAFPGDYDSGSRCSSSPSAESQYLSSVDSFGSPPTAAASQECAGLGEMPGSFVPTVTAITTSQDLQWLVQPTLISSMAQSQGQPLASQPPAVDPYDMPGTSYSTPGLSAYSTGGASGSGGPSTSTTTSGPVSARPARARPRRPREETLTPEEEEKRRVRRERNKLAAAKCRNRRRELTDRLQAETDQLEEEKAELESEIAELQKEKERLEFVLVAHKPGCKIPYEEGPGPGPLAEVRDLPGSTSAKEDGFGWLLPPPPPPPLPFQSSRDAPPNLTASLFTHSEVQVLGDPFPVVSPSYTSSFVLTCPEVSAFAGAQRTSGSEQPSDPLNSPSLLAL
SR-BI uptake up = SR-BI HDL lipid transfer activation; CHO ldlA[mSR-BI] cells, DiI-HDL uptake fluorescence, 3 h; 100 = double the neutral-control signal; activation, % at 12.5 µM; 0.096% of 320,000 active; AID 504775;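 active = mean replicate activation of at least 60% and every replicate at or above 60%; inconclusive = mean or all-replicate condition met, but not both; inactive = mean below 60% and not all replicates reaching 60%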;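 note: 0% = median plate neutral-control signal and 100% = twice that signal; values of inactives mirror those of a sister screen read the other way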
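Assay system: LDL receptor-deficient CHO ldlA cells overexpressing murine SR-BI / Medium: BSA-supplemented, HEPES-buffered Ham's F12, pH 7.4 / Probe or stimulus: DiI-labelled HDL at 10 µg/mL final / Timing: compound with DiI-HDL co-incubation, 3 h at 37 °C / Technique: bottom-read cell fluorescence after medium removal, ex 550/em 595 nm / Measure: HDL uptake via cellular fluorescence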
Rtt109 HAT inh = C. albicans Rtt109 histone acetyltransferase inhibition; purified Rtt109/Vps75, ThioGlo CoA-SH fluorescence, 4 h; 0.16% of 330,000 active; AID 540336; inhibition, % at 34.9 µM;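 active = inhibition of at least 50% in every replicate; inconclusive = best replicate reaches 50% inhibition but some replicates fall short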
CAL PDZ FP-1 = inhibitors of human CAL PDZ peptide binding; Q9HD26; purified CAL PDZ, TMR-peptide fluorescence polarization, 1 h; inhibition, % at 20 µM; 0.02% of 330,000 active; AID 504414;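 active = highest replicate inhibition of at least 40%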;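 note: plate controls were DMSO neutral control wells for no effect and unlabeled competitor peptide control wells for full effect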
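System: purified tagged CAL PDZ domain construct (CerCALP). Schedule: 1 h incubation at room temperature before polarization reading. Medium: 25 mM sodium phosphate pH 7.4, 150 mM NaCl, TCEP, IgG, Thesit. Read-out: percent inhibition from loss of millipolarization. Measured by: FP readout, S and P plane fluorescence. Probe or stimulus: fluorescent TMR peptide probe.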
CAL PDZ FP-2 = inhibitors of human CAL PDZ peptide binding. Q9HD26. AID 602252. purified CAL PDZ, TMR-peptide fluorescence polarization, 1 h. inhibition, % at 24.9 µM. 0.92% of 300,000 active;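 active = mean inhibition of at least 30% with at least half of replicates also reaching 30%; inconclusive = no clear call, values can overlap the other calls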;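 note: 0% = DMSO neutral control and 100% = excess unlabeled competitor peptide PRC23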
* = called active by the depositor; u = inconclusive; x = not tested or not shown. Compounds as they come; 4.3% or so of the library scored in one or more.

SMILES	MITF TRPM1 HTS	PvdQ acylase	PfHsp90 yeast 2	SR-BI DiI inh	NSD2 inh	dFosB activator	SR-BI uptake up	Rtt109 HAT inh	CAL PDZ FP-1	CAL PDZ FP-2
CCc1ccc(N2CC(C(=O)Nc3ccc(S(=O)(=O)Nc4ncccn4)cc3)CC2=O)cc1 (configuration not stated)	17	-9	20	-10	-3	-7	10	-2	-3.3	-10
CC1CCCCC12NC(=O)N(CC(=O)N1CCN(Cc3ccc(C#N)cc3)CC1)C2=O (configuration not stated)	-3	-3	20	0	0	-5	0	-6	-1.2	-2
O=C(NCc1ccccn1)c1ccccc1-c1ccccc1	-5	3	30	-12	7	-8	12	-5	-2.3	-6
O=C(Nc1ccccc1)C1CCCCN1S(=O)(=O)c1ccccc1 (configuration not stated)	14	3	5	-4	-3	4	4	-4	0.4	9
COc1ccc(/C=C/C(=O)NC(=S)NNC(=O)c2ccco2)cc1	-31	-4	4	-9	1	-9	9	7	x	2
O=C(Nc1cccc(Cl)c1)c1ccc(NCC2CCCO2)c([N+](=O)[O-])c1 (configuration not stated)	49	9	6	59	-6	3	-59	-16	-0.7	4
CCCc1cc(C(=O)NNC(=S)Nc2cccc(C)c2)cs1	65	-5	-27	-14	10	-3	14	-2	-0.1	-3
CCCCOc1ccc(Cl)cc1CSc1nnc(C)n1N	-1	-10	x	22	7	-5	-22	-7	0.0	x
COc1ccc(CCNC(=O)[C@H](CC(C)C)NC(=O)N2CCn3c2nc2ccccc23)cc1OC	0	-22	-46	-2	0	-17	2	4	-1.8	2
COC(=O)c1[nH]c2ccc(Br)cc2c1NC(=O)C(C)N1CCN(C2CCCCC2)CC1 (configuration not stated)	-6	-4	6	-15	10	-7	15	3	-1.6	-1
COc1cc(/C=C2/SC(=O)N(CC(=O)N3CCCC3)C2=O)ccc1Oc1ccc([N+](=O)[O-])cn1	-12	2	7	45	3	-2	-45	-1	-0.7	-5
Cc1ccc(CNC(=O)CN2CCCC(C)C2)cc1 (configuration not stated)	x	8	-131	-18	-1	2	18	15	0.0	-3
CC(=O)c1cn(CC(=O)NCc2cccnc2)c2ccccc12	-4	-11	-37	-19	0	-11	19	-7	-2.3	0
O=c1c2c(nc3n1CCCCC3)sc1c(O)cccc12	x	-2	-15	3	4	2	-3	-2	-0.5	-1
NC1=NC(=Nc2ccc(Br)cc2)c2ccccc21	-19	-12	2	15	53*	-3	-15	0	-2.9	-3
COc1cc(CNc2ccccc2)c([N+](=O)[O-])cc1OC	4	-1	3	8	8	-2	-8	-1	-0.2	x
Cc1ccn2cc(-c3cccc(NC(=O)C(C)C)c3)nc2c1	34	-10	-11	14	6	-1	-14	4	-3.6	-1
O=C(Cc1c(F)cccc1Cl)Nc1ccc(S(=O)(=O)N2CCCC2)cc1	0	-8	8	0	0	-7	0	-4	-1.2	x
CCOc1cc(/C=C2\C(=O)N(CCC#N)N=C2C)ccc1OCC(N)=O	-5	-15	-78	-28	8	-4	28	-15	-6.0	-3
CCOC(=O)CCCCC(=O)c1[nH]c(=O)[nH]c1C[n+]1ccc(C)cc1	1	-4	6	-15	1	-3	15	-11	-1.0	x
Cc1ccc(NS(=O)(=O)c2cc(NC(=O)c3cc4c(s3)CCCC4)ccc2C)c(C)c1	0	-11	-30	83*	0	2	-83	2	-2.1	-4
CCOC(=O)CSc1nc2cc(OCC)ccc2cc1C#N	x	9	-20	34	-2	-12	-34	-1	-1.1	-3
O=C(NNC1=C(C(=O)C(F)(F)F)CCC1)c1cccc(Cl)c1	-9	-13	51	80*	10	-1	-80	12	0.2	-1
O=c1[nH]n(CCO)c(=O)c2cccnc12	x	-18	-19	-25	-2	3	25	-3	0.5	6
CC(C)CC(=O)NC(=S)Nc1ccc(NC(=O)c2ccco2)cc1	8	-9	30	23	-2	1	-23	1	-1.5	5
CCOc1ccccc1OCCN1CCC(Cc2ccccc2)CC1	-4	2	15	-17	-2	-4	17	1	-0.8	-2
C=CCOC(=O)CN1C(=O)c2ccccc2C1=O	x	-5	x	-8	0	2	8	x	-2.1	-1
Cc1cccc(OCC(=O)Nc2cc(C)c(C)cc2O)c1	10	-15	x	-8	-4	1	8	0	-2.2	-3
O=[N+]([O-])c1ccc(C[n+]2ccccc2)cc1	4	9	-5	-24	x	2	24	14	-1.3	-2
COCCn1c(=O)[nH]c2cc(C(=O)Nc3ccc(OC)c(Cl)c3)ccc2c1=O	0	-7	-39	63	x	-5	-63	1	-2.8	-4
O=C(NCCc1ccc2c(c1)OCCO2)c1cc2ccccc2o1	x	-3	-32	-29	0	-4	29	6	-1.3	-4
CCCCCCC[C@@H](C/C=C/CCC(=O)O)OC	3	-16	10	20	x	-9	-20	2	-0.7	-18
COc1ccc(NC(=O)CSCC(=O)N(C)Cc2c(F)cccc2Cl)cc1	-3	0	0	-17	0	1	17	6	-0.2	-1
O=C(NCC1COc2ccccc2O1)c1cccc(S(=O)(=O)N2CCCCC2)c1 (configuration not stated)	-14	-4	-5	12	-2	-17	-12	7	0.8	12
Cc1ccccc1-n1nc(C)c2cc(C(=O)NC3CC3)sc21	x	-10	-7	14	0	-3	-14	-3	-1.7	-3
Nc1nnc(COc2ccc(Br)cc2Br)s1	70	-14	0	-6	0	-5	6	-6	-2.7	-1
C=CCOC(=O)C1=C(C)NC(C)=C(C(=O)OCC=C)C1c1cccs1	-7	-11	7	-25	-11	-7	25	2	-0.6	x
Cc1cc2cc3c(cc2nc1SCC(=O)O)OCCO3	-5	16	6	-7	-6	12	7	1	-0.7	0
O=C(CSC1=NCCS1)N1CCCC1	4	-9	-5	1	-3	9	-1	-31	-0.6	-1
CN1CCN(c2nc3c(c(=O)[nH]c(=O)n3C)n2CCOc2ccccc2)CC1	15	-10	6	-16	0	-6	16	3	-1.8	-1
COc1ccc(NC(=O)c2oc3ccccc3c2NC(=O)c2ccc(OC)c(OC)c2)c(OC)c1	0	2	-2	x	-1	9	x	x	-4.8	-2
O=C(O)CCc1ccc(-c2ccccc2)n1NC(=O)c1sc2ccccc2c1Cl	x	10	2	-25	5	6	25	4	-1.0	-4
Cc1ccc(C)c(NC(=S)NC2CC3CCC(C2)N3Cc2ccco2)c1 (configuration not stated)	2	-4	-14	-13	6	0	13	x	-1.5	-2
Cc1cc(NC(=O)C2CC(c3ccc(F)cc3)=NO2)no1 (configuration not stated)	12	-2	5	-3	x	-2	3	2	-1.2	x
CC(C)CCn1c(SCC(=O)c2ccccc2)nc2c1c(=O)[nH]c(=O)n2C	-5	-1	-6	2	-2	-4	-2	1	-1.1	-1
COc1ccc(CNC(=O)c2c(-c3cc(Cl)c(OC)c(Cl)c3)noc2C)cc1	-4	-18	-5	7	x	-12	-7	-2	-0.7	x
CCCc1cc(=O)[nH]c(SCC(=O)Nc2ccc(N3CCCCC3)cc2)n1	-1	5	2	23	2	-10	-23	0	1.2	0
CC1CCCN(C(C(=O)Nc2ccc(C(C)C)cc2)c2ccc3c(c2)OCO3)C1 (configuration not stated)	19	-20	16	-12	x	3	12	10	-0.5	x
CCN(CC)CC(C)(C)COC(=O)c1oc2ccccc2c1C	6	-7	-7	7	x	-4	-7	-8	-0.1	-4
c1ccc(OCCN2CCN(C(c3ccccc3)c3ccccc3)CC2)cc1	x	2	3	7	1	-11	-7	9	-1.2	8
CC(=O)Nc1sc2c(c1C(N)=O)CCC2	5	-9	-22	-7	0	1	7	1	x	68*
O=C(NC1CCCCC1)[C@H](CSCc1ccccc1)N1Cc2ccccc2C1=O	1	-14	-18	3	x	-4	-3	-5	0.1	-4
CCN1C(=O)N(C)[C@@H](c2ccccc2)C(C(C)=O)=C1C	11	-11	9	-8	x	3	8	-12	0.0	-4
CCSc1nnc(NC(=O)CCn2c(=O)oc3ccccc32)s1	1	-12	38	-13	x	-7	13	-3	-1.4	x
Cc1ccc(Cn2c(CCCO)nc3ccccc32)cc1	x	-9	17	-2	0	-2	2	-2	-0.2	2
COc1cc(NC(=O)Cn2ccsc2=N)c(C)cc1[N+](=O)[O-]	-9	-19	-82	-10	1	4	10	4	-3.9	4
Cn1c(CSCc2ccc(Cl)cc2)nnc1SCC(=O)Nc1nccs1	-13	10	x	8	0	-7	-8	3	-1.9	-2
CCn1c(SCC(N)=O)nnc1-c1ccc(S(=O)(=O)N2CCN(C)CC2)cc1	x	6	x	-41	-1	4	41	11	-2.8	-3
COc1ccccc1N1CCN(CC(=O)c2c(C)n(C)c3ccccc23)CC1	4	2	13	11	-2	1	-11	6	-0.5	-2
CCc1ccc([C@H]2C(C(=O)O)=C[C@@H](CC)N2S(=O)(=O)c2ccc(C)cc2)cc1	-3	-6	-7	-19	x	-3	19	6	0.5	-4
(next part)
SMILES	MITF TRPM1 HTS	PvdQ acylase	PfHsp90 yeast 2	SR-BI DiI inh	NSD2 inh	dFosB activator	SR-BI uptake up	Rtt109 HAT inh	CAL PDZ FP-1	CAL PDZ FP-2
CC(C)CCNC(=O)CN(Cc1ccccc1)C(=O)CCC(=O)Nc1ccccn1	-1	-6	-16	-12	-3	-5	12	7	-2.1	2
CN(C)c1ccc(C(=O)/C=C/c2ccccc2)cc1	u	-7	7	6	4	-13	-6	x	-1.5	0
Cc1ccc(S(=O)(=O)N(C)c2ccc(OCC(=O)NC3=NCCS3)cc2)cc1	12	-16	5	29	-1	-7	-29	2	-2.4	-2
CCN(CC)CCn1c2c(c(SCC(=O)Nc3ccc(F)c(F)c3)nc1=O)CCC2	6	11	9	3	4	-9	-3	8	-0.7	x
COc1cc(NC(=O)c2ccc3snnc3c2)cc(OC)c1	59	3	15	53	-5	-2	-53	-5	-0.9	x
O=S(=O)(c1cccc(C(F)(F)F)c1)N1CCC(CO)(CCCc2ccccc2)CC1	3	-12	2	-13	24	-9	13	2	x	-3
CCOC(=O)c1ccc(N=NN(C)C)cc1	99*	-9	-6	-4	-5	-5	4	-1	0.1	-5
CCOC(=O)C1=C(CN2CCC(C)CC2)NC(=O)NC1c1ccc(Cl)cc1 (configuration not stated)	-8	-8	-15	78*	2	-24	-78	-9	-1.8	-2
CCOCCCN(Cc1cc2cc(C)cc(C)c2[nH]c1=O)C(=O)N(CC)CC	-6	-14	7	14	-5	-3	-14	1	-2.5	-3
